S1P1 ag-PAM – S1P1 agonists and agonism potentiators, primary screen, cell-based, primary and confirmation screens, CRE-bla reporter; Sphingosine 1-phosphate receptor 1 (Homo sapiens), P21453; S1P1 CRE-bla cells, forskolin, beta-lactamase FRET, potentiator mode; S1P1 agonist co-added at EC20, 2 nM; 100% = saturating reference agonist, 0% = basal; activation, % at 9.5 µM; hit rate 0.57% among 56,000; AID 449, 2006;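 active = activation above a cutoff set at the mean activation of all tested compounds plus 3 SD, cut at about 54% in these data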;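 also: forskolin at 4 µM as EC80 and the EC20 agonist is SEW2871; 100% = SEW2871 at its EC100 plus forskolin at EC80; some compounds past the cut are filed as inactive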
Ec RNAP inh – E. coli RNAP inhibitors, biochemical; E. coli RNA polymerase, fluorescence transcription assay; hit rate 0.2% among 62,000; inhibition, %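 (tested at 10 µM)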; in the data active = inhibition above about 20%;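 also: 0% = enzyme without compound and 100% = no enzyme blank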
M1 agonist – M1 muscarinic receptor agonists, primary screen, CHO-M1 cells, Fluo-4 calcium, agonist mode | Muscarinic acetylcholine receptor M1 | Fluo-4 calcium fluorescence; hits give high values | B-score at 10 µM | hit rate 3% among 64,000 | AID 626, 2007;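 active = fluorescence rise, raw or as B-score row- and column-corrected plate score, outside the 99.7% band of its plate's samples, either direction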
S1P3 ag – human S1P3 receptor agonists, primary screen, cell-based, primary and confirmation, NFAT-BLA reporter; S1P3 NFAT-BLA reporter cells, agonism, FRET ratio; relative to 1 µM S1P, basal subtracted; hit rate 0.1% among 60,000; activation, % at 4.5 µM; Sphingosine 1-phosphate receptor 3 (Homo sapiens), Q99500;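 active = activation above the screen-wide mean plus 3 SD, cut at about 4.5% in these data, passing the limit was not always enough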; also: some compounds called inactive have numbers as strong as hits
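Material: Human S1P3 NFAT-BLA reporter CHO cells | Incubation: Overnight plating, 4 h compound 37 °C, 2 h substrate RT | Signal: FRET β-lactamase substrate fluorescence, excitation 405 nm, 460/535 nm emission ratio, background-subtracted | Compound: 4.5 µM final, single dose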
Jurkat viability – cytotoxicity toward Jurkat T cells, primary screen, cytotoxicity control, cell-based, Jurkat E6.1, 60K MLSMR library; Jurkat E6.1 viability, ATP luminescence, 48 h; inhibition, % at 4 µM; hit rate 1.2% among 56,000; AID 463, 2006;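 active = inhibition above the mean inhibition of all tested compounds plus 3 SD, cut at about 28% in these data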
TNAP act DEA – human TNAP enzyme activators, primary screen, biochemical, luminescent, intermediate phosphate acceptor level. Alkaline phosphatase, tissue-nonspecific isozyme (Homo sapiens), P05186. purified TNAP, CDP-star luminescence, 100 mM DEA, 30 min; hits give high values; scale: 0 levamisole-inhibited, 1 vehicle-only enzyme. activation factor at 20 µM. 64,000 tested, under 10 active;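 active = activation factor of at least 2 at 20 µM, relative to controls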
M1 antag – antagonists of rat M1 muscarinic receptor | CHO-M1 cells, Fluo-4 calcium, ACh EC80 antagonist mode; hits give low values | B-score at 10 µM | hit rate 3.4% among 64,000 | AID 628, 2007;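 active = calcium fluorescence response, raw or row-and-column corrected B-score, differing from the plate sample mean either way at a set confidence level, mostly lower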
D1 mod – D1 CRE-luciferase signal change, two-sided – cell-based, HEK293 D1, dopamine EC30, D1 allosteric modulator project, primary screen; dopamine EC30 potentiation; actives deviate in either direction; D(1A) dopamine receptor (Homo sapiens), P21728; hit rate 5.9% among 58,000; B-score at 10 µM;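 active = luminescence count or its row- and column-corrected plate score outside the 99.7% band of the plate's sample wells, on either side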
HEK293 NFkB inh – inhibitors of PMA/ionomycin-induced NF-kB reporter, primary screen, antigen receptor NF-kB inhibitor project, cell-based, HEK-293 luciferase reporter, luminescence | HEK-293 NF-kB luciferase reporter | inhibition, % at 3 µM | hit rate 0.21% among 62,000 | AID 465, 2006;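 active = inhibition above the mean of all tested compounds plus 3 SD, cut at about 40% in these data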;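 also: 0% = stimulated DMSO wells and 100% = 10 µM reference inhibitor 5653914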
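Signal: luciferase luminescence; Material: HEK-293 cells with stable firefly luciferase reporter driven by four HIV NF-kB elements; Probe or stimulus: PMA with ionomycin; Replication: tested once; Times: 1 h compound pretreatment, then 16 h stimulation at 37 °C, 5% CO2; Benchmarks: DMSO and 10 µM reference inhibitor; Evaluation: per-plate % inhibition versus controls.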
Starred values were filed as active, the others as inactive; / = no result given.

Every second line gives: S1P1 ag-PAM	Ec RNAP inh	M1 agonist	S1P3 ag	Jurkat viability	TNAP act DEA	M1 antag	D1 mod	HEK293 NFkB inh
[1] CN(Cc1ccco1)C(=O)Cn1c(=O)oc2cc(S(=O)(=O)NCc3ccccc3)ccc21
  21.7	8.5	-0.548	-0.7	7.7	0.9	-0.377	-0.205	10.7
[2] CCCn1c(SCC(=O)Nc2nccs2)nnc1-c1cccnc1
  3.9	-6.8	0.0102	-0.2	3.5	0.9	-0.0236	0.768	1.0
[3] CCN(CC)C(=O)CN1CCN(c2ccccc2F)CC1
  /	-4.4	-0.392	/	/	0.9	0.761	/	13.4
[4] CC(=O)c1cccc(NC(=O)c2cc3nc(C)cc(C)n3n2)c1
  /	-7.7	0.644	-0.8	13.1	1	0.0828	-0.652	-16.9
[5] O=C(Nn1cnnc1)c1csc2ccccc12
  -11.7	/	-1.15	-0.3	-3.5	1	-0.197	0.0597	7.3
[6] Cc1ccc2c(CC(=O)N3CCN(S(=O)(=O)c4ccc5c(c4)OCCO5)CC3)coc2c1
  23.9	8.0	0.415	0.7	0.2	0.9	-0.103	-0.293	6.0
[7] C1=C(c2ccc(-c3ccccc3)cc2)Nc2ncnn2C1c1ccco1 (configuration not stated)
  24.6	-2.9	43.6*	-1.0	-2.7	0.9	-1.59	-1.18	-6.5
[8] CC(C)c1nnc(NC(=O)CSc2ncn[nH]2)s1
  -9.9	4.3	-0.0412	-1.1	5.9	1	-1.35	-1.34	15.3
[9] COc1ccc(NC(=O)Nc2ccc(C)cc2OC(F)F)cc1OC
  36.7	5.9	-0.965	-0.4	11.2	0.9	-0.297	-0.524	1.0
[10] CCc1nnc2c3cnn(-c4ccc(C)c(C)c4)c3ncn12
  /	8.5	0	/	/	0.6	0.522	/	-8.2
[11] CCn1c(SCC(=O)Nc2nc(C)c(C(=O)OC)s2)nnc1C(C)C
  7.8	7.2	0.864	0.7	-5.3	0.9	0.331	-0.941	0.6
[12] CCN(CC)C(=O)C1CCN(CC2CC=CCC2)CC1 (configuration not stated)
  -7.9	4.5	0.254	-1.7	-3.9	0.9	0.0843	0.477	-9.8
[13] O=C(CC1(O)C(=O)Nc2ccccc21)c1ccccc1 (configuration not stated)
  5.8	-6.0	0.00835	-1.3	3.4	0.9	-0.384	0.336	11.9
[14] O=C(CN1CCN(c2ccccn2)CC1)Nc1ccc(OCc2ccccc2)cc1
  -11.2	9.2	0.764	-0.5	4.2	1	-0.447	/	13.8
[15] Cc1ccc(C)c(C(=O)COC(=O)c2ccc(Br)o2)c1
  -17.1	-5.0	-0.0211	-1.1	-1.1	0.9	2.16*	0.357	1.8
[16] CCOc1ccc(NC(=O)CCN2CCCCC2)cc1
  -9.3	-2.9	-0.696	-1.2	-3.0	1	-0.43	0.0542	5.0
[17] CCS(=O)(=O)N1CCC(C(=O)NCCCN2CCCC2)CC1
  5.3	5.0	-0.288	-0.4	1.2	1	0.317	-1.94	14.9
[18] COc1cc(C(=O)Nc2ccc(O)cc2C(=O)O)ccc1OC(C)=O
  7.4	9.0	-0.214	-1.3	/	0.9	0.297	/	/
[19] N#CC1=C(N)NC(SCC(=O)Nc2ccccc2)=C(C#N)C12CCCC2
  /	6.0	2.87*	/	/	0.9	-0.311	-0.556	/
[20] Cc1ccc(-n2ncc3c(Nc4c(C)n(C)n(-c5ccccc5)c4=O)ncnc32)c(C)c1
  /	6.4	0.427	/	/	0.9	0.0227	-1.62	19.8
[21] CCN(CCNC(=O)C1CCN(S(=O)(=O)c2cccc3cccnc23)CC1)c1ccccc1
  -5.7	-10.3	0.0175	0.5	2.4	0.8	-1.54	-0.239	17.2
[22] Cc1nc2nc(-c3cccs3)cn2nc1C
  29.0	-5.1	100*	0.0	9.3	1	0.542	-1.33	-25.2
[23] CSc1nc2c(c(=O)[nH]1)C(c1cccs1)C1=C(CCCC1=O)N2 (configuration not stated)
  /	8.3	-0.126	/	/	1	1.05	/	8.3
[24] Cc1ccc(C)n1CCN1CCN(C(=O)c2ccco2)CC1
  2.3	-1.5	-1.31	-0.6	2.1	0.8	-1.18	/	3.9
[25] COc1ccc(-c2cc(CCCC(=O)NCCc3cc(OC)ccc3OC)no2)cc1
  22.0	4.3	-0.311	-1.0	7.8	0.9	0.0257	/	11.4
[26] COc1ccccc1C1/C(=C(\O)c2c(C)nc3c(C)cccn23)C(=O)C(=O)N1CCCN(C)C (configuration not stated)
  -13.7	9.6	-0.315	0.0	-9.6	0.9	0.369	-0.141	-1.2
[27] Cc1ccc(NC(=O)Cn2nnc(C(=O)NCc3cccs3)c2N)cc1
  /	10.9	0.391	/	/	0.9	0.283	0.0431	13.7
[28] O=C1c2oc3ccccc3c(=O)c2C(c2cccnc2)N1CCCN1CCOCC1 (configuration not stated)
  5.5	0.1	0.464	-0.3	1.0	0.8	-0.0305	0.614	3.2
[29] CCCC(=O)NC(Nc1ccc(S(=O)(=O)Nc2cc(C)on2)cc1)(C(=O)OCC)C(F)(F)F (configuration not stated)
  -13.3	-3.9	1.92	0.1	4.5	0.9	0.481	-0.308	14.7
[30] O=C(COc1ccccc1)N(Cc1ccco1)C1CCS(=O)(=O)C1 (configuration not stated)
  -3.9	4.5	-0.000521	0.0	-6.9	0.9	0.0314	-0.57	13.8
[31] CCOC(=O)c1nnn(-c2nonc2N)c1CNC(C)C
  8.7	6.7	0.00624	-0.7	13.4	1	0.398	0.00406	3.6
[32] COc1ccccc1N1CCN(C2CCN(C(=O)c3cc(OC)c(OC)c(OC)c3)CC2)CC1
  8.8	7.6	-0.234	-3.3	/	1.2	1.04	/	/
[33] Cc1cc(C)n(CC(O)COc2ccccc2C(=O)Nc2ccccc2)n1 (configuration not stated)
  -0.2	6.8	-0.0353	-0.7	1.8	0.9	-0.633	-1.19	10.9
[34] O=C(O)c1cc2n(n1)C(C(F)(F)F)CC(c1ccco1)N2 (configuration not stated)
  /	6.5	0.0441	-0.4	3.3	0.9	0	-1.42	-1.0
[35] COc1cc(S(=O)(=O)NCc2ccccc2)ccc1F
  2.2	9.4	0.528	-0.7	-2.7	0.9	0.509	0.579	10.6
[36] Cc1cc(=O)oc2cc(NC(=O)C3COc4ccccc4O3)ccc12 (configuration not stated)
  -5.7	4.9	-0.152	-0.2	3.7	0.9	0.0247	0.403	3.4
[37] Cn1c2c(c(=O)n(C)c1=O)C(NC(=O)c1cccs1)(C(F)(F)F)C(=O)N2 (configuration not stated)
  -13.4	0.4	0.488	-4.7	/	0.9	-0.222	0.249	/
[38] Cn1nnnc1SCC(=O)NCCc1ccc(Cl)cc1
  3.8	8.4	-0.0582	0.3	-1.2	0.8	-1.13	/	17.4
[39] CCOC(=O)CSCc1nc(-c2ccc(Cl)cc2)oc1C
  2.5	6.0	0.397	-0.8	-9.1	1	-1.63	-1	5.4
[40] CCN=C1SC(CC(=O)NC2CCCCC2)C(=O)N1CC (configuration not stated)
  -4.0	10.8	0.213	0.0	-8.0	1	0.135	0.0485	-7.2
[41] COc1ccc(-c2cc(OC)c3c(C)oc(C)c3c(=O)c2)cc1OC
  -27.0	-2.7	-1.27	-1.4	0.4	1	0.057	3.76*	13.7
[42] C/C(CC(O)c1ccc2ccccc2n1)=N/O (configuration not stated)
  /	1.1	1.11	/	/	0.9	0.273	/	/
[43] CCCNC(=O)c1ccc2c(c1)ncn2-c1ccccc1OC
  -29.2	/	0.039	-0.1	-4.9	/	0.46	-0.561	17.4
[44] COc1cccc(C(=O)NC2CCN(C(=O)N3CCCCC3)CC2)c1
  -4.6	7.1	-0.419	0.2	-1.8	0.9	-0.201	-0.0361	12.2
[45] CCOC(=O)N1CCN(c2c(-c3ccccc3)c3cc(Cl)ccc3[nH]c2=O)CC1
  5.8	3.1	-0.334	0.1	-0.1	1	-0.236	-1.17	20.1
[46] CS(=O)(=O)N(CC(=O)N1CCN(Cc2ccc3c(c2)OCO3)CC1)c1ccc2c(c1)OCO2
  /	1.4	-0.356	-0.9	10.0	1	0	0.0497	2.9
[47] COc1cccc(-n2c(SCC(N)=O)nc3c([nH]c4ccccc43)c2=O)c1
  /	3.9	0.416	/	/	0.9	-0.309	/	16.8
[48] COc1cccc(NC(=O)CSc2nncn2-c2ccccn2)c1
  10.8	8.5	0.0523	-0.9	1.3	0.9	0.235	0.254	0.6
[49] O=C(CC(C(=O)O)C1CCCO1)Nc1cccc(C(F)(F)F)c1 (configuration not stated)
  11.7	0.5	0.412	-0.2	3.8	0.9	-0.175	0.542	5.6
[50] C=CCNc1oc(COc2ccc(C)cc2)nc1C#N
  -3.1	7.0	0.273	-1.3	-3.1	1.1	0.311	1	-4.5
[51] O=C(Nc1ccc(Cl)cc1C(=O)Nc1ccccn1)c1ccco1
  /	-1.7	0.321	/	/	0.9	0.0408	/	11.1
[52] CCS(=O)(=O)CCSc1nc2c(cc1C#N)CCCC2
  3.6	11.7	0.193	-1.1	4.4	1	0.895	5.48*	7.8
[53] CSc1nnc(Cc2cc(=O)[nH]c(=O)[nH]2)n1-c1cc(C)ccc1C
  -16.9	14.4	-0.437	1.0	-6.5	1	-0.0357	0.503	-3.7
[54] O=C(Nc1ccncc1)C1CCCN(S(=O)(=O)c2cccc3cccnc23)C1 (configuration not stated)
  1.8	11.0	-0.921	0.1	88.6*	0.8	-0.0148	1.06	27.1
[55] CCOc1cccc(-c2nnc3sc(COc4ccccc4)nn23)c1
  13.6	2.0	-0.205	0.5	/	0.9	-0.457	/	/
[56] CCn1c(=O)cc(SCC(=O)NCc2ccccn2)c2ccccc21
  -34.7	3.6	-0.139	-0.6	-3.3	1	0.502	0.372	13.0
[57] COC(=O)c1[nH]c2cccc(OC)c2c1NC(=O)CN1CCC(C(N)=O)(N2CCCCC2)CC1
  -8.7	-5.1	-1.16	-1.3	-2.9	1	0.0288	-0.93	7.7
[58] CCOCCn1c(SCc2c(F)cccc2Cl)nc2c1c(=O)[nH]c(=O)n2C
  12.4	9.8	-0.27	-3.8	/	0.9	0.486	2.75	/
[59] CCCn1nnc(NC(=O)c2cccc(OCC(C)C)c2)n1
  /	6.9	0.424	/	/	0.8	-0.515	/	-3.8

Structures listed so far that bear a hit mark in M1 agonist:
No. | compound | S1P1 ag-PAM | Ec RNAP inh | M1 agonist | S1P3 ag | TNAP act DEA | M1 antag | D1 mod | HEK293 NFkB inh
7 | C1=C(c2ccc(-c3ccccc3)cc2)Nc2ncnn2C1c1ccco1 (configuration not stated) | 24.6 | -2.9 | 43.6* | -1.0 | 0.9 | -1.59 | -1.18 | -6.5
19 | N#CC1=C(N)NC(SCC(=O)Nc2ccccc2)=C(C#N)C12CCCC2 | / | 6.0 | 2.87* | / | 0.9 | -0.311 | -0.556 | /
22 | Cc1nc2nc(-c3cccs3)cn2nc1C | 29.0 | -5.1 | 100* | 0.0 | 1 | 0.542 | -1.33 | -25.2

Assay outcomes deposited in PubChem BioAssay by several laboratories.
